CDK5 p35 inh – CDK5/p35 (human) kinase inhibition. Recombinant CDK5/p35, ADP-Glo luminescence, 60 min. 330,000 tested, 0.01% active. inhibition, % at 10 µM;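 active means highest replicate inhibition of at least 50% and at least 75% of replicates reaching 50%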;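 further: plate controls were DMSO neutral control for no effect and GW8510 at 10 µM for full effect; many of its hits are not listed in these tables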
PKA-R2B activ – activates the human PKA-R2B holoenzyme complex; P22694+P31323; PKA-R2B holoenzyme dissociation, Cy5-IP20 fluorescence polarization; R2B truncated from residue 108, S112A mutant; 0% DMSO only, 100% 113 µM cGMP; activation, % at 11.4 µM; 340,000 tested, 0.079% active; AID 504700;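 active means activation above a cutoff set at the mean over all compounds plus 3 SD, cut at about 18% in these data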;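 further: higher means more holoenzyme dissociation and a rise in polarization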
Target sequence (P31323 whole entry, looked up, other chains not shown, the tested form may be a part): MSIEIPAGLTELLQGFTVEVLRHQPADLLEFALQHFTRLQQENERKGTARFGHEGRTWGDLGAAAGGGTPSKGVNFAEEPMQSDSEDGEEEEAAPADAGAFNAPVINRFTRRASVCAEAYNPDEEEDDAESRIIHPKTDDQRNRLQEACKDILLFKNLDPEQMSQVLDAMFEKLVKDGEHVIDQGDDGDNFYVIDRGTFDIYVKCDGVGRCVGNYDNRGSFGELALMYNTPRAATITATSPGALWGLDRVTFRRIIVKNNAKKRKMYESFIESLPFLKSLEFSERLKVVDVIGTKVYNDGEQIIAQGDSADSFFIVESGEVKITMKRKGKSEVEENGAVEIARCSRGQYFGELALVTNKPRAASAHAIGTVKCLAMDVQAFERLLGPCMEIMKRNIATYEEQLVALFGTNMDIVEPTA
SUMO Mot1 rescue – blocks SUMOylation pathway, rescuing yeast Mot1-301 growth | AID 2716 | S. cerevisiae Mot1-301 growth rescue, ATP luminescence, 38.5C; percent above DMSO median, 100 means doubled | growth rescue, % at 18.8 µM | 320,000 tested, 1% active;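 active means every valid replicate shows activation above 250% relative to neutral control wells; inactive means the rest, any valid replicate at or below 250%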;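 further: OY570 slx delta 5 strain wells were the positive control but not used for scaling; some compounds called inactive have numbers as strong as hits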
HTR5A inv ctr – counter-screen for OPRM1-OPRD1 inverse agonists: human HTR5A inverse agonism; HTR5A cell line, luminescence; inhibition, % at 9.3 µM; 340,000 tested, 0.083% active; AID 504634; in the data active means inhibition mostly above about 23%, no sharp cut-off; inactive means mostly below about 18%;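 further: 0% = cells with DMSO and 100% = no-cell wells with DMSO; some compounds called inactive have numbers as strong as hits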
Target sequence (P47898 whole entry, looked up): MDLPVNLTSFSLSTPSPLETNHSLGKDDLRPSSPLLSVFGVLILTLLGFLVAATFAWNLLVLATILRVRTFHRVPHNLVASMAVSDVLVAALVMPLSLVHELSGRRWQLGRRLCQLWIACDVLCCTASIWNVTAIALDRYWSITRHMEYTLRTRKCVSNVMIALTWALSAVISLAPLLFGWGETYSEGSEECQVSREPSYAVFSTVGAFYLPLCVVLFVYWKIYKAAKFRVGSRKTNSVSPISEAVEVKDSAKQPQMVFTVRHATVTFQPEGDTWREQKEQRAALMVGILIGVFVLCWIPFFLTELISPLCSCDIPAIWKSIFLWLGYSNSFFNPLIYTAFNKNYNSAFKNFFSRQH
DAGLB inhibitor – blocks human DAGLB lipase activity | Q8NCG7 | HEK293T DAGLB membrane lysate, EnzChek fluorogenic substrate | inhibition, % at 5.17 µM | 340,000 tested, 0.059% active | AID 504411; in the data active means inhibition above about 34%;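 further: 0% = enzyme with vehicle and 100% = wells lacking enzyme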
Tat transport – E. coli Tat transport inhibition; E. coli MC4100 TorA-mCherry Tat export, fluorescence; inhibition, % at 10 µM; 340,000 tested, 0.036% active; AID 488895;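 active means mean replicate inhibition at least 50% and at least half of replicates individually reaching 50%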;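 further: exported cargo escapes ClpAP degradation while cytoplasmic cargo is degraded and loses fluorescence; 0% = median of neutral control wells and 100% = median of NaSCN control wells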
PKA-R1A act – activators of PKA-R1A complex; P00514+P68181; PKA-R1A dissociation, Cy5-IP20 fluorescence polarization; scaled: DMSO 0%, 113 µM cGMP 100%; activation, % at 11.4 µM; 340,000 tested, 0.083% active; AID 504707;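 active means percent activation above the mean of all tested compounds plus 3 SD, cut at about 19% in these data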;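 further: higher means more PKAc released from R1A so a rise in polarization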
HTR5A ag – activates human HTR5A in OPRM1-OPRD1 agonist counter-screen; 340,000 tested, 0.61% active; P47898; activation, % at 9.3 µM; HTR5A agonist assay, luminescence, cell-based; in the data active means activation mostly above about 9.5%, no sharp cut-off; inactive means mostly below about 7.6%;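 further: 0% = cells with vehicle only and 100% = reference agonist; strong numbers were not always called active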
phage Ecoli inh – E. coli growth loss with phage present. growth absorbance. inhibition, % at 11.9 µM. 360,000 tested, 0.26% active. AID 651602; in the data active means inhibition above about 11%
E coli growth – reduces bacterial viability in AddAB counter-screen; E. coli V3065 growth, OD600 absorbance, 18 h; inhibition, % at 11.9 µM; 330,000 tested, 0.27% active;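 active means inhibition above the campaign's mean inhibition across all tested compounds plus 3 SD, cut at about 9.9% in these data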;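 further: uninfected addAB+ strain grown without phage in ampicillin broth; 0% = DMSO wells and 100% = ciprofloxacin 0.95 µg/ml wells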
AddAB inh – less growth of phage-infected E. coli with AddAB. E. coli expressing H. pylori AddAB, absorbance growth. inhibition, % at 11.9 µM. 330,000 tested, 0.29% active. AID 435030; in the data active means inhibition above about 12%;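 further: 0% = vehicle wells of infected cells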
An asterisk follows results filed as active; i = inactive; . = not tested or not shown.

SMILES | CDK5 p35 inh | PKA-R2B activ | SUMO Mot1 rescue | HTR5A inv ctr | DAGLB inhibitor | Tat transport | PKA-R1A act | HTR5A ag | phage Ecoli inh | E coli growth | AddAB inh
O=C(COC(=O)c1cccc(O)c1)Nc1nnc(-c2ccccc2)o1 | 1.1 | 0 | 2 | 13 | 2 | -3 | -1 | -5 | 1.3 | -2.4 | -5.1
O=C(NC(Cc1ccccc1)C(=O)NCc1ccccn1)c1ccco1 (stereo not given) | 1.4 | -17 | 882 | -6 | 2 | -10 | 3 | -1 | 3.0 | -2.6 | 4.5
O=c1c2cnn(-c3ccccc3)c2ncn1CCc1ccccc1 | 0.7 | -1 | i | -15 | -13 | -4 | 0 | 6 | 2.6 | 0.3 | 0.4
O=C(CCCCn1c(=O)c2ccccc2n(Cc2ccc(Cl)cc2)c1=O)NCc1ccco1 | -1.0 | -12 | 80 | -1 | 2 | -4 | -11 | 1 | 0.9 | -1.8 | 1.9
COc1ccc(-c2cc(=O)oc3cc(OCC(=O)N4C[C@H]5C[C@@H](C4)c4cccc(=O)n4C5)ccc23)cc1 | 0.0 | -3 | -12 | -32 | 0 | 0 | 4 | 3 | 0.8 | -0.2 | 2.7
COc1ccc(OC)c(C2C(C(=O)N(C)C)=C(C)Nc3nc4ccccc4n32)c1 (stereo not given) | 0.7 | 17 | 12 | -19 | -1 | 4 | 0 | 0 | 2.1 | 1.0 | 1.5
Cc1ccnc(SCC(=O)c2cc3ccccc3o2)n1 | 0.6 | 0 | 17 | 3 | -3 | -1 | -5 | -1 | 1.5 | 0.8 | 0.2
CCCCn1c(Cl)nc2c1c(=O)n(C)c(=O)n2C | 0.9 | 11 | -11 | 1 | -1 | 7 | 6 | -1 | 3.3 | 0.8 | 2.1
CCSc1nnc(-c2ccccc2SC)o1 | -2.2 | 5 | -11 | -6 | -2 | 4 | -1 | 2 | 3.6 | -2.3 | 1.3
O=C(COC(=O)C(O)C(O)C(=O)OCC(=O)c1ccc(C(F)(F)F)cc1)c1ccc(C(F)(F)F)cc1 (stereo not given) | 0.7 | . | -1 | . | . | -10 | . | . | -2.0 | 2.8 | 0.3
Cc1cccnc1NC(=O)c1ccc([N+](=O)[O-])o1 | 0.9 | 2 | 43 | -17 | 2 | -5 | -10 | 1 | 12* | 24* | 92*
Cc1ccc(C(=O)NCC(=O)OCCCOC(=O)CNC(=O)c2ccc(C)c(C)c2)cc1C | 2.4 | -1 | 8 | -4 | -3 | 0 | -2 | 1 | -0.5 | 2.1 | 0.2
CCc1noc(C)c1C(=O)Nc1cc(Cl)ccc1-n1cncn1 | 1.2 | -7 | -2 | -3 | 1 | -7 | 12 | -2 | 1.0 | -0.3 | -0.7
O=C1CCCc2c1[nH]c1ccc(Br)cc21 | -0.4 | -8 | 81 | 12 | 1 | -3 | -15 | 2 | 3.4 | -2.2 | -1.2
CCOc1ccc(C(=O)N2CCN(C(=O)c3ccco3)CC2)cc1OCC | 3.5 | -5 | -3 | 13 | 2 | 11 | -13 | 2 | 1.4 | 0.1 | -1.6
COc1ccc(C(=O)NNC(=O)Nc2ccc(C)cc2)cc1 | -1.6 | -15 | -6 | 7 | 3 | 3 | -13 | -3 | 3.0 | 1.0 | -0.5
CC(=O)Nc1ccc(C(=O)Nc2nc(-c3cccnc3)cs2)cc1 | 1.5 | -10 | 3 | -3 | -1 | 2 | -18 | 3 | 0.3 | 1.4 | 1.2
O=C(NCc1cccnc1)c1ccc(COc2ccccc2Cl)o1 | -6.6 | -2 | -8 | -16 | -3 | 0 | 1 | 4 | 2.9 | 2.0 | 2.2
CCN(CC(=O)NCCc1ccccc1)S(=O)(=O)c1ccc(Br)cc1 | 3.5 | -8 | -1 | 19 | -4 | 2 | -9 | 8 | 2.3 | -1.7 | -1.1
Cc1csc(NC(=O)CCNC(=O)c2ccc([N+](=O)[O-])cc2)n1 | 0.8 | -12 | -15 | -22 | -1 | -6 | -20 | -1 | 3.4 | 0.3 | 0.9
COCCOCC(O)CN1CCN(c2ccccc2)CC1 (stereo not given) | 0.2 | -1 | 33 | -23 | 1 | 9 | -4 | 1 | 0.4 | -1.4 | 0.6
COC(=O)c1ccccc1NC(=O)Cn1cnc([N+](=O)[O-])c1 | 1.3 | -1 | -10 | 0 | 3 | -5 | -1 | 0 | -1.3 | -3.0 | -2.9
S=C(NCCc1ccccc1)Nc1ccc(Br)cc1 | 0.7 | -6 | 4 | -26 | -17 | 2 | 2 | -1 | 8.9 | 2.9 | 5.1
O=C(Nc1ccc2c(c1)OCO2)C1CC1(Cl)Cl (stereo not given) | 0.8 | -6 | 1 | -32 | 2 | 5 | 1 | 13 | 6.4 | 4.7 | 3.4
Cc1nn2c(-c3ccc(S(=O)(=O)N4CCN(CCO)CC4)o3)nnc2c2ccccc12 | -0.5 | -8 | -13 | 4 | 1 | 2 | -9 | 5 | -3.2 | 0.1 | -0.9
SMILES | CDK5 p35 inh | PKA-R2B activ | SUMO Mot1 rescue | HTR5A inv ctr | DAGLB inhibitor | Tat transport | PKA-R1A act | HTR5A ag | phage Ecoli inh | E coli growth | AddAB inh
COc1ccc(NC(=O)CN(C)C(=O)c2cccc(S(=O)(=O)Nc3ccc(F)cc3)c2)cc1 | 0.4 | -9 | -7 | -12 | -2 | 1 | 7 | 5 | 0.5 | 3.2 | 2.5
Cc1ccc2cc(C3CC(c4cccs4)=NN3S(C)(=O)=O)c(Cl)nc2c1 (stereo not given) | 0.7 | -4 | -28 | -10 | 1 | -1 | -6 | 3 | 1.5 | 0.3 | 1.6
Cc1ccc(C)c(NC(=O)c2cc(-c3ccccc3O)n[nH]2)c1 | -0.2 | -9 | 2 | 6 | -2 | -6 | -1 | -2 | 3.0 | . | .
CCC(C)N(C(=O)COC(=O)C1CCN(S(=O)(=O)c2ccc(C)c(C)c2)CC1)C1CCS(=O)(=O)C1 (stereo not given) | 3.0 | -17 | 28 | 3 | -5 | -5 | -8 | -1 | 0.8 | -1.0 | -0.7
N#Cc1ccccc1Sc1ccccc1C(=O)NCC(c1ccco1)N1CCCCC1 (stereo not given) | -0.3 | -12 | -1 | 12 | -1 | 7 | -1 | -2 | -0.3 | -1.8 | 1.3
CC(=O)c1ccc(NC(=O)Cn2cnc(S(=O)(=O)N3CCC(C)CC3)c2)cc1 | -0.5 | -10 | 5 | 9 | 0 | -10 | -1 | -1 | -0.5 | -0.9 | 2.7
O=C(Nc1ccc(N2CCOCC2)cc1)Nc1ccc2nc(-c3ccco3)c(-c3ccco3)nc2c1 | 0.7 | 13 | -1 | -21 | 8 | 1 | -5 | 1 | 1.6 | -2.1 | -2.1
Cc1ccc(OCC(=O)c2cc(C)n(C)c2C)c([N+](=O)[O-])n1 | -1.1 | -12 | -10 | 10 | 0 | 5 | -5 | 1 | 3.6 | -0.6 | 4.3
O=S(=O)(c1cccc2cccnc12)N1CCOCC1 | 1.0 | 7 | 10 | 7 | 0 | -8 | -7 | -5 | 3.5 | 0.7 | 1.4
COCCOC(=O)C1=C(N)OC2=C(C(=O)CC(C)(C)C2)C1c1ccncc1 (stereo not given) | -2.5 | -9 | -4 | -9 | 0 | -7 | -5 | 3 | 1.4 | 2.1 | -0.6
CCn1nccc1C(=O)NC1=C(C#N)CCC1 | 2.8 | -12 | -5 | -13 | 1 | -6 | -1 | -2 | 1.1 | -0.3 | 0.6
CC(C)c1ccc(S(=O)(=O)N2CCN(C(=O)C3CCCCC3)CC2)cc1 | 0.4 | -4 | 37 | 0 | -6 | -4 | 2 | -2 | 3.0 | 0.8 | 3.0
NS(=O)(=O)c1cc(C(=O)NCC2CCCCC2)ccc1Cl | 0.5 | -2 | 97 | -3 | -1 | -2 | 1 | 1 | 0.1 | 0.7 | 0.8
CCN(CC)c1cc(-c2ccccc2)ncn1 | 1.8 | -7 | 10 | -5 | 0 | 1 | -3 | 2 | 1.8 | -0.5 | 1.0
Cc1oc2c(C)c3oc(=O)c(CCC(=O)N[C@@H](CC(C)C)C(=O)O)c(C)c3cc2c1C | 0.1 | -13 | 1 | -14 | -1 | 3 | -3 | 4 | -0.7 | -3.1 | 0.6
O=c1c2ccccc2nc(/C=C/c2ccc([N+](=O)[O-])o2)n1CCCO | -2.1 | -12 | -12 | -15 | -1 | 1 | -4 | 4 | 9.4 | 20* | 31*
COc1ccc(CCN2CC(C(=O)OC(C)C(=O)Nc3cccc(Cl)c3)CC2=O)cc1OC (stereo not given) | -3.2 | -6 | 8 | 7 | 0 | -8 | -1 | -2 | 1.0 | -0.7 | 3.0
CC(=O)NC(CSc1cc(C)nc2ccc(Br)cc12)C(=O)O (stereo not given) | -1.4 | 7 | 97 | -26 | 2 | 0 | -3 | 4 | 10 | -0.2 | -1.5
Cc1ccc(CNC(=O)CN(C(=O)C2(C)CC(=O)N=C3C=CC=CN32)c2ccc(F)cc2)cc1 (stereo not given) | 0.4 | 5 | 15 | -9 | -1 | -1 | -4 | -3 | 4.0 | -1.8 | 1.2
Nc1nc(NCCc2ccccc2)nc(NCCO)c1[N+](=O)[O-] | 11 | 5 | -7 | 5 | 0 | -2 | -10 | -1 | 1.3 | -2.3 | -1.6
COc1ccc(Br)cc1-c1nc(C)c(C(C)=O)n1O | 0.2 | 2 | -10 | 1 | -1 | -12 | 6 | -2 | 0.2 | -0.5 | 5.2
CCOc1ccc(NC(=S)N2CCCC2)cc1 | -0.9 | -1 | 5 | -4 | 2 | -5 | 0 | 1 | 0.6 | . | .
CCOc1cc(C)nc(N2CCCC(C(=O)NCc3ccccc3F)C2)n1 (stereo not given) | 1.3 | -9 | -10 | 6 | -4 | 4 | -1 | -3 | 0.5 | 3.8 | 0.0
Clc1ccc(SCCOCCN2CCc3ccccc3C2)cc1 | -0.6 | 8 | 270* | -10 | -11 | 1 | 0 | 4 | 4.7 | 0.9 | 1.0
CCOC(=O)CCCCNCc1ccccc1 | 0.7 | -10 | . | 10 | -2 | -2 | -5 | 5 | 3.3 | 0.6 | 2.0
SMILES | CDK5 p35 inh | PKA-R2B activ | SUMO Mot1 rescue | HTR5A inv ctr | DAGLB inhibitor | Tat transport | PKA-R1A act | HTR5A ag | phage Ecoli inh | E coli growth | AddAB inh
CCOCCCn1cc(C(=O)c2cc(Br)ccc2O)cc(C#N)c1=O | 2.5 | -3 | -1 | 15 | 1 | 5 | -6 | -5 | 2.4 | 4.0 | 0.5
Cc1ccc(C)c(NC(=O)CC2Oc3ccccc3NC2=O)c1 (stereo not given) | -1.1 | -6 | -20 | 2 | -4 | 9 | -4 | -1 | 1.7 | -1.3 | -0.2
COc1ccc(C(=O)Cn2c(=N)n(C)c3ccccc32)cc1 | -0.7 | -13 | -14 | 7 | -5 | -3 | 0 | 7 | 3.9 | 4.7 | 5.7
O=c1oc2c(-c3cccc(F)c3)cc(O)cc2s1 | -0.7 | -10 | 19 | 8 | -3 | 0 | -15 | -3 | 2.5 | 0.1 | -1.4
CCOC(=O)C(NC(C)=O)(Nc1cccc(F)c1)C(F)(F)F (stereo not given) | -0.4 | -2 | 13 | 11 | 1 | -7 | -3 | -4 | -0.4 | 0.7 | 4.7
Cc1ccn2cc(-c3cc4ccccc4oc3=O)nc2c1 | -0.6 | -3 | . | -17 | -2 | -5 | -3 | 0 | 1.7 | . | .

Compounds were not picked by outcome. Share with any hit: about 2.3%.
